Assay outcomes deposited in PubChem by National Center for Advancing Translational Sciences (NCATS).
TRPV1 agonist: HTS Assay for Compounds that Act as Agonists of the Vanilloid Receptor 1 | activation, % at 8.33 µM | TRPV1-expressing cells, Fluo-8 calcium influx, agonist mode | hit rate 0.19% among 320,000; in the data active means activation above about 80%; inconclusive means between about 30% and that limit; further: 0% is about no effect
Target sequence (Q8NER1 whole entry, looked up): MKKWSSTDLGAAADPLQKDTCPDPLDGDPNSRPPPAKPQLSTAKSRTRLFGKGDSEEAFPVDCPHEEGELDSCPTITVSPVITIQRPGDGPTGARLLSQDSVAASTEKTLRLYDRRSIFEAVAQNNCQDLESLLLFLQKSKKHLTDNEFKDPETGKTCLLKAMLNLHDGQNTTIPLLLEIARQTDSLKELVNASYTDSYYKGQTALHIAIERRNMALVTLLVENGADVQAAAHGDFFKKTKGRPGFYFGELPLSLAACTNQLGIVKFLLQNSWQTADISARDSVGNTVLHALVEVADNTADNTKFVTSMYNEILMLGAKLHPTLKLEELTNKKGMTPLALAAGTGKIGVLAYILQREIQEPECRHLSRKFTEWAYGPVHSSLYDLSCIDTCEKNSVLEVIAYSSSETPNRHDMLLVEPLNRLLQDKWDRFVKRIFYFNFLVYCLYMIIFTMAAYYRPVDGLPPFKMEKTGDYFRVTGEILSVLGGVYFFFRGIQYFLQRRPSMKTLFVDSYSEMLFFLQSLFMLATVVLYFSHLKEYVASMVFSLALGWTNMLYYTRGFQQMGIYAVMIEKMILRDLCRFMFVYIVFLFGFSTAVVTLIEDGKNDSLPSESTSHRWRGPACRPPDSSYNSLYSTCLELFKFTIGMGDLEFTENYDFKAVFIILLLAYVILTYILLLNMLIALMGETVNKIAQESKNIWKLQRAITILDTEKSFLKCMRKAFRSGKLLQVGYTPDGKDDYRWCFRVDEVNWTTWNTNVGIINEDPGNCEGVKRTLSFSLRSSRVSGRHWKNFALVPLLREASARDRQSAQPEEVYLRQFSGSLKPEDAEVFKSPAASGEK
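TRPV1-expressing cells were cultured overnight at 35.5C and loaded with Fluo-8 calcium dye for 40 to 90 min at room temperature. After a 10 s baseline, compound was added and calcium influx was read kinetically for 3 min (ex 480/em 520 nm).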
KCNH2 3.1 block: qHTS for Inhibitors of KCHN2 3.1: Mutant qHTS | Potassium voltage-gated channel subfamily H member 2, brain isoform KCNH2 3.1 (human) | U2OS KCNH2 3.1, thallium flux FluxOr; active compounds read low | activity change, % (tested at about 1.8 µM) | hit rate 0.95% among 340,000 | AID 720553, 2013;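 active means maximum activity change below -70%; inconclusive means maximum activity change from -70% to -50%; inactive means maximum activity change above -50%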;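 further: thallium influx rate constant from kinetic fluorescence after stimulation buffer; on the % scale 0 is the no-effect control and ±100 the full control effect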
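We transduce U2OS cells with the mutant 3.1 virus, culture them overnight, load FluxOr with Red40 quencher for 45 min, then add stimulation buffer and read kinetically for 2 min to derive a normalized rate constant.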
CXXC DNA block: qHTS Fluorescence Polarization Assay for Inhibitors of MLL CXXC domain - DNA interaction; Histone-lysine N-methyltransferase 2A (Homo sapiens), Q03164; MLL-CXXC / FITC-HOXA9 DNA fluorescence polarization; Potency, µM (highest dose often 115 µM), without a hit: at the top dose activity change, negative = inhibition, actives largely listed as inhibitors; hit rate 0.037% among 290,000; active means well fitted inhibition curve with a large enough effect in the polarisation, with a control signal flat, not every such curve was filed as active; inconclusive means small, poorly fitted or top-dose-only effect, or effect the other way, or a change in a side signal; inactive means no such curve, though single readings can be large or run the other way; the % refers to the polarisation; further: potency means the concentration at half of the fitted maximal effect
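Purified MLL-CXXC (added from a 7 uM solution) was preincubated 5 min at ambient with pinned compounds in 50 mM Tris-HCl pH 7.5, 50 mM NaCl, 1 mM DTT, 0.05% BSA. Fluorescein-labeled HOX-A9 DNA (50 nM solution) followed, 30 min, then polarization read.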
a7 integrin act: qHTS for Activators of Integrin-Mediated Alleviation for Muscular Dystrophy | alpha7betagal myoblasts, beta-gal FDG fluorescence, 48 h | Potency, µM (titrated, usually from 38.3 µM), without a hit: top-dose activation, hits mostly activators | hit rate 0.064% among 350,000;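 further: potency means the concentration at half of the fitted maximal effect; 100% = response of the positive control SU9516; nearly all actives have a fitted effect of over 60% in size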
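alpha7betagal+/- myoblasts (passage 13, 250/well) treated 48 h at 37C with compounds at 1:260 dilution of DMSO stock. Lysed, then beta-galactosidase activity read as FDG fluorescence (ex 480/em 540) after 30 min, with pre-read for autofluorescence.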
Coupling enz: qHTS Assay for Inhibitors of Fructose-1,6-bisphosphate Aldolase from Giardia Lamblia: Coupling assay counterscreen; coupling enzyme system counterscreen, AmpLite Red fluorescence; activity change, negative = inhibition, % at 58.2 µM, hits read low; hit rate 0.67% among 290,000; in the data active means activity change below about -30%; further: on the % scale 0 is the no-effect control and ±100 the full control effect
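Fluorescence at 525 nm excitation and 598 nm emission measured inhibition of the coupled detection system without aldolase. Compounds (at 57.5 uM final) were preincubated 10 min at room temperature with coupling enzyme reagent before a 20 min substrate/AmpLite Red step.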
AT treatment: qHTS Assay for Identifying a Potential Treatment of Ataxia-Telangiectasia; […] A-T fibroblasts, KAP-1 phosphorylation AlphaLISA; neocarzinostatin DNA damage 30 min before lysis; Potency, µM (highest dose often 57.5 µM), inactives show at the top dose activation, hits mostly activators; hit rate 0.19% among 320,000; further: potency means the concentration at half of the fitted maximal effect; % of control where 0% means no effect; nearly all actives have a fitted effect of over 45% in size
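hTERT-immortalized A-T patient fibroblasts ([…]), 500 cells/well in OPTI-MEM, 1% FBS, got compounds for 60 min, then NCS for 30 min at 37C. Lysates were then assayed for phospho-KAP-1 by AlphaLISA (anti-pKAP1 donor, anti-KAP1 acceptor beads), 6 hr at 25C.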
ASM inhibitor: Inhibitors of Secretory Acid Sphingomyelinase (S-ASM): qHTS | Sphingomyelin phosphodiesterase (Homo sapiens), P17405 | placental ASM, HMU-PC fluorogenic substrate, 60 min | Potency, µM (highest dose often 57.5 µM), for inactives: top-dose activity change, negative = inhibition, hits mostly inhibitors | hit rate 0.006% among 340,000 | AID 504937, 2011; further: potency means the concentration at half of the fitted maximal effect
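Fluorogenic HMU-PC substrate (9 uM final) is turned over by placental ASM in 60 min at 37 C after a 10 min compound preincubation. Reaction ended by alkaline stop (pH 10), with fluorescence read at 386/447 nm.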
GALK inh: qHTS Assay for Inhibitors of Human Galactokinase (GALK); P51570; Purified GALK, Kinase-Glo residual ATP luminescence; Potency, µM (titrated, usually from 57.5 µM), for the others: top-dose activity change, negative = inhibition, usual class: inhibitors; hit rate 0.007% among 270,000; further: potency means the concentration at half of the fitted maximal effect; on the % scale 0 is the no-effect control and ±100 the full control effect
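Human GALK (5 nM) with 35 uM ATP and 100 uM galactose in 20 mM HEPES pH 8.0, 5 mM MgCl2, 60 mM NaCl, 1 mM DTT, 0.01% BSA. After 1 h at room temperature, leftover ATP was read by Kinase-Glo Plus luminescence.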
hERG WT inh: qHTS for Inhibitors of KCHN2 3.1: Wildtype qHTS | U2OS, BacMam KCNH2, thallium flux FluxOr; active compounds read low | activity change, % at 1.84 µM | hit rate 0.37% among 340,000 | AID 720551, 2013;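 active means maximum activity change below -70%; inconclusive means maximum activity change between -70% and -50%; inactive means maximum activity change above -50%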; further: on the % scale 0 is the no-effect control and ±100 the full control effect
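U2OS cells transduced with wild-type KCNH2 virus are loaded with FluxOr dye for 45 min, and thallium flux is measured in kinetic reads before and after stimulation buffer. Rate constants are normalized to DMSO controls.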
MBNL1-CUG inh: qHTS Assay for Inhibitors of MBNL1-poly(CUG) RNA binding; AID 2675, 2010; Muscleblind-like protein 1 (Homo sapiens), Q9NR56; hit rate 0.036% among 280,000; TR-FRET MBNL1-His/biotin-(CUG)12 binding, 665/545 ratio; Potency, µM (titrated, usually from 57.5 µM), inactives show at the top dose activity change, negative = inhibition, most hits filed as inhibitors; active means well fitted inhibition curve with a large enough effect in the signal ratio, with a control signal flat, not every such curve was filed as active; inconclusive means small, poorly fitted or top-dose-only effect, or effect the other way, or a change in a side signal; inactive means no such curve, though single readings can be large or run the other way; the % refers to the signal ratio; further: potency means the concentration at half of the fitted maximal effect; on the % scale 0 is the no-effect control and ±100 the full control effect
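Ratiometric TR-FRET (665 over 545 nm, excitation 340 nm) tracks disruption of MBNL1-His/biotin-(CUG)12 complex after 60 min at room temperature, with compounds at 92 nM to 58 uM final.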
Starred values were filed as active, the others as inactive; ? = inconclusive; nt = not tested or not shown; [ ] = another dose, or the depositor's remark. Unless noted, the call rests on the fitted dose curve; in most records, active means well fitted curve in the direction sought with a large enough effect; inconclusive means small, poorly fitted or top-dose-only effect, or another doubt; inactive means no such curve, though single readings can be large; an effect the other way counts as inactive or inconclusive. A portion of the library; count on the stated rates, not on these rows.

SMILES	TRPV1 agonist	KCNH2 3.1 block	CXXC DNA block	a7 integrin act	Coupling enz	AT treatment	ASM inhibitor	GALK inh	hERG WT inh	MBNL1-CUG inh
COc1cccc(OCC(=O)N2CCN(C)CC2)c1	0.2	1.9	-3.8%	-16.2%	0.3	-14.0%	2.1%	2.0%	-11.6	-8.2%
CC(=NCc1ccco1)c1c(O)n(Cc2ccccc2)c(=O)[nH]c1=O	3.2	6.2	-15.5%	-13.0%	2.0	-0.1%	-4.1%	-0.7%	-1.2	-5.4%
O=C(COc1ccccc1)N1CCN(C2CC3CCC2C3)CC1 (centres undefined)	?	-9.9	16.3%	-11.3%	5.0	nt	-1.7%	-2.0%	1.7	8.4%
C=C1C2[C@H](OC(C)=O)[C@@H]3CC(=O)[C@]4(C)OC[C@@]3(C)[C@@]4(O)[C@@H](OC(C)=O)[C@H](OC(C)=O)[C@@]2(COC(=O)c2ccccc2)[C@@H](OC(C)=O)C[C@@H]1O (some centres undefined)	-1.1	2.6	-0.7%	-22.5%	0.8	-10.3%	-0.6%	nt	20.6	-6.3%
CN1C(=O)C(=Cc2ccc(N3CCOCC3)o2)C(=O)N(C)C1=S	5.5	22.3	?	-10.1%	-2.4	3.2%	-10.7%	-1.0%	6.5	?
Fc1c(F)c(F)c(N2CCNCC2)c(F)c1F	-4.3	12.1	8.1%	9.5%	-0.1	-4.7%	0.2%	-0.3%	-14.9	-2.8%
O=P(C(c1c[nH]c2ccccc12)N1CCOCC1)(N1CCOCC1)N1CCOCC1 (centres undefined)	-4.2	-0.9	-1.9%	-21.9%	2.7	5.7%	-3.2%	0.4%	-3.0	-12.4%
O=C(COc1ccc(Cl)cc1Cl)N1CCN(C/C=C/c2ccccc2)CC1	17.2	-33.4	9.2%	-1.7%	1.2	10.5%	-2.0%	-2.9%	16.1	-7.0%
O=C1NC(=O)N(c2ccc3c(c2)OCO3)C(=O)/C1=C\c1ccsc1	2.2	-10.0	?	10.5%	2.9	12.1%	1.6%	nt	2.0	-7.4%
Cc1nn(C2CCOC(C)(C)C2)c2c1C(c1ccc3c(c1)OCO3)SCC(=O)N2 (centres undefined)	1.2	8.3	-7.6%	-8.0%	-0.4	-4.3%	2.5%	1.2%	-6.5	-9.1%
NC(=O)c1ccc(C(=O)Nc2ccc([As](=O)(O)O)cc2)cc1	-2.0	nt	?	nt	8.1	-3.1%	nt	0.4%	nt	6.8%
Cc1cc(C)cc(OCCOc2cccc(C=C3C(=O)NC(=O)NC3=O)c2)c1	0.4	-4.1	?	-2.8%	0.2	11.9%	-3.1%	-1.4%	-1.0	5.5%
C=CCn1c(=O)c(C=Nc2cccnc2Cl)c(O)n(CCCC)c1=O	12.0	-10.0	-0.4%	-11.0%	0.6	-11.8%	-6.8%	2.3%	-0.6	-8.8%
Cc1ccccc1-n1c(O)c(C=Nc2ccc3c(c2)OCO3)c(=O)[nH]c1=O	-4.0	-14.2	7.7%	10.3%	2.1	1.9%	10.2%	-0.2%	-2.0	12.8%
COc1ccc(CCn2c(O)c(C=NC3CC3)c(=O)[nH]c2=O)cc1OC	-1.0	3.8	4.4%	12.1%	1.4	-0.9%	5.9%	10.7%	13.2	-10.0%
CCOc1cc(C2NCc3ccccc3-n3cccc32)ccc1OC (centres undefined)	1.3	0.8	8.3%	-10.8%	-0.4	-5.4%	1.6%	9.0%	-12.6	-0.5%
CC12CCC(=O)CC1CCC1C2C(=O)CC2(C)C1CCC2(C)O (centres undefined)	nt	-9.8	nt	-4.5%	nt	nt	4.2%	nt	1.7	nt
Cc1ccc(C(=O)Oc2cc(N)n(S(=O)(=O)c3ccc(F)cc3)n2)cc1	-2.5	-5.8	188.7%[activator]	0.0%	3.9	-1.2%	-6.4%	-3.8%	-11.6	-2.5%
O=c1[nH]c(O)c(N=Nc2ccc(SC(F)F)cc2)c(=O)[nH]1	-2.5	-9.4	0.9%	7.0%	1.2	-13.4%	-6.6%	0.9%	11.3	?
COc1ccc(CNCC(=O)N2CCC3(CC2)OCCO3)cc1	-2.6	-13.0	0.7%	-20.3%	1.8	-1.7%	1.1%	5.2%	1.8	6.3%
O=C(c1ccc(N2CCCCCC2)c([N+](=O)[O-])c1)N1CCC2(CC1)OCCO2	?	3.1	20.2%	10.6%	0.9	-5.0%	-1.3%	5.9%	-14.2	?
CCC(C)(C)n1nnnc1CN1CCC(n2c(C)nc3cc(C(F)(F)F)ccc32)CC1	1.3	-10.6	3.2%	11.2%	-1.8	-4.0%	-1.8%	-5.8%	-5.3	1.5%
CCOC(=O)CC1c2ccccc2-n2nncc2CN1C (centres undefined)	nt	2.8	nt	-4.2%	nt	nt	4.3%	nt	-3.8	nt
COC(=O)CSC1=NN1c1cc(C)nc(N)n1	-4.0	1.1	1.4%	9.3%	0.9	1.1%	-1.8%	-2.6%	3.6	-10.4%
COc1ccc(C(=O)C2CCCN(Cc3cccc(C)n3)C2)c(OC)c1 (centres undefined)	-1.7	-11.4	-4.9%	-23.6%	-0.6	1.3%	-0.4%	3.7%	8.6	-0.4%
CCOc1ccc(CNCCc2ccc3c(c2)OCO3)cc1	8.3	-31.9	5.2%	-0.7%	4.2	0.5%	-1.0%	1.4%	29.5	-5.0%
CCN1/C(=C\C=C\C2=[N+](CC)c3ccccc3C2(C)C)C(C)(C)c2ccccc21	?	?	?	-65.1%[inhibitor]	4.2	0.4%	-18.9%	6.6%	-208.0*	?
CCOCCCn1c(N)c(C(=O)Nc2sc3c(c2C(=O)OC)CCCC3)c2nc3ccccc3nc21	0.1	1.5	5.0%	11.9%	-44.7*	19.9%	-1.2%	-2.0%	16.0	10.0%
O=P(/C(=N/O)N1CCOCC1)(N1CCOCC1)N1CCOCC1	1.5	6.8	3.4%	0.9%	3.7	-3.2%	3.1%	-4.2%	6.5	-7.4%
C[C@]12CCC3[C@@H](CCC4=CC(=O)CC[C@@]43C=O)C1CCC2=O (some centres undefined)	5.7	6.7	7.9%	-51.3%[inhibitor]	0.2	7.0%	-4.4%	-2.1%	-5.0	-0.8%
CCC(=NCc1cc(OC)cc(OC)c1)c1c(O)n(C)c(=O)n(C)c1=O	2.7	-7.1	2.6%	0.0%	2.8	0.4%	-4.9%	-0.8%	-13.0	0.6%
COc1ccc(C(C)=O)cc1CC(C(=O)c1ccc(Br)cc1)N(C)C (centres undefined)	-3.4	13.4	-3.1%	14.5%	4.8	6.1%	-2.6%	-0.4%	1.3	-15.0%
c1cc2c(cc1N1CCCCC1)C1CC2CCN1 (centres undefined)	nt	-11.0	nt	0.0%	nt	nt	-7.4%	nt	2.9	nt
Clc1ccc(OCC#CCN2CCCCCC2)cc1	0.8	-10.6	12.7%	-0.3%	-1.6	3.5%	-1.0%	-2.5%	19.2	0.3%
COC12C(COC(N)=O)C3=C(C(=O)C(C)=C(N)C3=O)N1CC1C2N1C (centres undefined)	4.0	6.7	11.2%	-19.2%	-26.4	-3.0%	-3.5%	nt	-4.5	?
CCOC(=O)c1cc(C)sc1/N=C/C1C(=O)NC(=S)NC1=O	-1.1	5.8	-2.1%	5.2%	-3.4	-13.1%	-3.5%	13.0%	-6.0	2.6%
CC(C)Oc1cc(-n2c(=S)[nH]c3ccccc3c2=O)c(Cl)cc1Cl	nt	-17.2	-2.6%	2.9%	0.8	6.2%	-14.6%	-5.4%	-2.5	6.7%
CN(C(=O)Cc1ccc2c(c1)OCO2)C1CCCN(Cc2ccccc2F)C1 (centres undefined)	nt	7.8	nt	13.6%	nt	nt	0.3%	nt	7.9	nt
O=C(O)c1[nH]c(=O)[nH]c(=O)c1F	16.7	-3.6	-6.1%	-27.9%	-0.2	-4.2%	-0.2%	nt	-11.4	-14.9%
Cc1ccc2c(c1)C1CN(C)CCC1N2C(=O)Cc1cccs1 (centres undefined)	2.2	-2.0	-0.4%	-19.2%	-2.0	6.2%	0.3%	0.7%	23.5	8.7%
N=C1c2ccccc2CN1c1ccc(F)c([N+](=O)[O-])c1	-1.6	7.7	-4.6%	-22.9%	1.4	-1.7%	-4.4%	-0.4%	15.2	nt
Cc1nc2ccccn2c1P(=S)(N1CCCCC1)N1CCCCC1	-3.3	-7.4	-1.2%	22.8%	-2.6	3.4%	0.6%	2.0%	-9.3	-14.1%
